Pol kappa inh – inhibitors of human DNA polymerase kappa; Potency, µM (doses to about 107 µM), for the others: at the top dose activity, negative = inhibition, most hits filed as inhibitors; purified Pol kappa, fluorescent DNA synthesis assay, 10 min; 0.53% of 400,000 active; Q9UBT6; note: potency is the fitted concentration of half-maximal effect; % is set by controls: 0 for no effect and ±100 for the full control effect
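Pol kappa 10 nM + cpd, 15 min RT; start w/ substrate 50 nM final; fluorescence kinetic read, 0 and 10 min. Neg ctrl: buffer, no enzyme.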
BLM inh – inhibitors of human Bloom syndrome helicase BLM. recombinant BLM DNA unwinding, fluorescence dequenching. Potency, µM (highest dose often 56.1 µM), without a hit: top-dose activity change, negative = inhibition, most hits filed as inhibitors. 0.2% of 350,000 active. AID 2528;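 note: potency is the fitted concentration of half-maximal effect; plate controls were vehicle for no effect and no enzyme for full effect; nearly all actives have a fitted effect of over 35% in size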
Apoferritin bind – candidate novel general anesthetic via apoferritin binding; 0.074% of 350,000 active; apoferritin/1-aminoanthracene competitive binding, fluorescence; P02791; Potency, µM (top dose mostly 77.5 µM), inactives show top-dose activity change, negative = displacement, most hits filed as inhibitors; note: potency is the fitted concentration of half-maximal effect; % is set by controls: 0 for no effect and ±100 for the full control effect; nearly all actives have a fitted effect of over 20% in size
Target sequence (P02791 2-175 limits assumed): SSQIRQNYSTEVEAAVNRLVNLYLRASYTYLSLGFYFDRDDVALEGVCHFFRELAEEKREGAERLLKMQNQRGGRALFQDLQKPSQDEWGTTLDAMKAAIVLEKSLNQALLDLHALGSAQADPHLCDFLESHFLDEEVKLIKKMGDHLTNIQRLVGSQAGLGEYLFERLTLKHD
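Read-out: endpoint 1-AMA fluorescence, excitation 380 nm and emission 535 nm, after compounds sit 10 min at room temperature with 10 uM horse-spleen apoferritin in 50% saturated 1-AMA/PBS. Values come from four-parameter Hill fits.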
APE1 inh – blocks human APE1 abasic DNA cleavage | P27695 | recombinant APE1, TAMRA/BHQ-2 abasic DNA cleavage fluorescence | Potency, µM (top dose mostly 65.8 µM), for inactives: top-dose activity change, negative = inhibition, most hits filed as inhibitors | 0.35% of 350,000 active;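 note: potency is the fitted concentration of half-maximal effect; plate controls were vehicle for no effect and reference inhibitor for full effect; nearly all actives have a fitted effect of over 55% in size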
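Readout is kinetic fluorescence (ex 525, em 598 nm) from cleavage of 50 nM TAMRA/BHQ-2 THF abasic duplex by 0.75 nM APE1, compound added 15 min beforehand at RT.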
POLH inh – inhibitors of human DNA polymerase eta | Q9Y253 | recombinant Pol eta, fluorescent DNA replication assay | Potency, µM (series often up to 114 µM), without a hit: top-dose activity change, negative = inhibition, usual class: inhibitors | 1.2% of 390,000 active; note: potency is the fitted concentration of half-maximal effect; % is set by controls: 0 for no effect and ±100 for the full control effect
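Pol eta at 10 nM preincubated with compounds 15 min at room temperature; reaction started with fluorescent substrate (50 nM final) and read kinetically at 0 and 10 min.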
Pol iota inh – inhibitors of human DNA polymerase iota; Q9UNA4; Pol iota fluorescent replication assay, 10 min; Potency, µM (top dose mostly 115 µM), for inactives: top-dose activity, negative = inhibition, actives largely listed as inhibitors; 1% of 390,000 active; note: potency is the fitted concentration of half-maximal effect
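Pol iota at 10 nM preincubated 15 min with compounds at room temperature; reaction started with fluorescent substrate, 50 nM final. Fluorescence read kinetically at 0 and 10 min; buffer-only wells as negative control.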
Tb PGK inh – blocks T. brucei phosphoglycerate kinase | P07378 | 0.043% of 380,000 active | Potency, µM (doses to about 57.5 µM), without a hit: at the top dose activity change, negative = inhibition, hits mostly inhibitors | AID 602233 | PGK/GAPDH coupled, Kinase-Glo luminescence, 60 min; note: potency is the fitted concentration of half-maximal effect; % is set by controls: 0 for no effect and ±100 for the full control effect; nearly all actives have a fitted effect of over 60% in size
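Recombinant glycosomal PGK reaction used 1,3-bisphosphoglycerate generated in-well by GAPDH (100nM final) in 100mM TEA pH 7.6, 5mM MgCl2, 0.01% Tween-20. After 60 minutes at room temperature, ATP was read by Kinase-Glo Plus luminescence end-point.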
Pol beta inh – inhibitors of human DNA polymerase beta; Pol beta primer extension/strand displacement, fluorescence kinetic; 1.3% of 340,000 active; P06746; Potency, µM (highest dose often 114 µM), without a hit: at the highest dose activity change, negative = inhibition, most hits filed as inhibitors; note: potency is the fitted concentration of half-maximal effect; % is set by controls: 0 for no effect and ±100 for the full control effect
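Kinetic readout of DNA synthesis with strand displacement by Pol beta. Compound and 10 nM enzyme sit 15 min at room temperature; 50 nM substrate starts the reaction, read immediately and at 10 min.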
RXFP1 antag – RXFP1 (human) relaxin receptor antagonism. 0.59% of 350,000 active. Q9HBX9. activity change, negative = inhibition, % at 57.5 µM. HEK293-RXFP1, relaxin-stimulated cAMP HTRF, 30 min; hits give low values. AID 1259400;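 active = activity change of -60% or lower, but not beyond a set lower limit; inconclusive = change between -60% and -40%, or beyond the set limit; inactive = change above -40%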; note: % is set by controls: 0 for no effect and ±100 for the full control effect
Target sequence (Q9HBX9 whole entry, looked up): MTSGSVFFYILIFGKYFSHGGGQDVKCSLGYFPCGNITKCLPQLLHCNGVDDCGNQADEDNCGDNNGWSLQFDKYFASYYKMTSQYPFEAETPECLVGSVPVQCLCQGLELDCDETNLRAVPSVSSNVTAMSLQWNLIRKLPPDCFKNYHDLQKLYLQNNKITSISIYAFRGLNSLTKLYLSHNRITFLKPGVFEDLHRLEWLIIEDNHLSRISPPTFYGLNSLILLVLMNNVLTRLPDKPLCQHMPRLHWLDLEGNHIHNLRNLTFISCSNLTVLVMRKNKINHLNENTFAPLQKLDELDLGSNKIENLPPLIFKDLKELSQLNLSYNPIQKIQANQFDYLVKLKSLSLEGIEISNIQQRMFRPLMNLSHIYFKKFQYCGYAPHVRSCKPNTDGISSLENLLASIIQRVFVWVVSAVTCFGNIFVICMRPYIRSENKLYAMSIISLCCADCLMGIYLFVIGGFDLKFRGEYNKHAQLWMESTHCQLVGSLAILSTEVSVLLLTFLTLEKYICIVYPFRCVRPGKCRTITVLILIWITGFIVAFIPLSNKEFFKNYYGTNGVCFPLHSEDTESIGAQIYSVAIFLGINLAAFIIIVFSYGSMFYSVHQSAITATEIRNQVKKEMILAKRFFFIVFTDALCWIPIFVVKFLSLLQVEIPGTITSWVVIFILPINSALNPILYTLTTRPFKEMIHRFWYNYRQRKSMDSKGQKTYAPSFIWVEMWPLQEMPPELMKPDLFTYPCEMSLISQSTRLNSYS
* hit, by the source's call; i = inactive; ? = inconclusive; . = not tested or not shown; & = joins results of further samples; [ ] = dose if it differs, or a comment. Unless noted, calls come from the whole dose curve; as a rule, active = well fitted curve in the direction sought with a large enough effect; inconclusive = small, poorly fitted or top-dose-only effect, or another doubt; inactive = no such curve, though single readings can be large; an effect the other way counts as inactive or inconclusive.

Each structure is followed by: APE1 inh | Apoferritin bind | POLH inh | Tb PGK inh | Pol beta inh | RXFP1 antag | Pol kappa inh | Pol iota inh | BLM inh
- O=C(Nc1cc(-c2ccccc2)[nH]n1)c1ccc(Cl)cc1
→ -2%&3% | -7%&-13% | -18% | -8% | -11%&-2% | -10 | 0% | -19% | -5%&-6%
- O=C(CSc1nnc(Nc2ccccc2)s1)NC1CCCC1
→ 19% | . | -24% | i | . | -7 | -1% | 10% | .
- COC(=O)c1ccccc1NC(=O)c1sc(N)nc1C
→ 4% | -13% | -10% | -5% | 8% | -2 | -10% | ? | -2%
- Cc1ccc(N2CC(NS(=O)(=O)c3cccs3)CC2=O)cc1 (stereo not given)
→ 11% | . | -20% | 2% | . | -3 | -22% | 22% | .
- CCN(CC)CCN1C(=O)C(=O)/C(=C(/O)c2ccncc2)C1c1ccccc1F (stereo not given)
→ 11% | -10% | -8% | -8% | 23% | -1 | -3% | -2% | -1%
- C/C(=N/Nc1ncc(Br)cn1)c1ccc([N+](=O)[O-])cc1
→ 22% | 3% | 14% | -6% | -26% | -5 | -16% | -10% | -15%
- O=C(NNC(=S)NCCc1ccccc1)c1ccc(Br)s1
→ -2% | -16% | -16% | -5% | -16% | -10 | -10% | 71%[activator] | -4%
- O=C(Cc1ccc(F)cc1)NC1CC(=O)N(c2ccc3c(c2)OCCO3)C1 (stereo not given)
→ . | -7% | -11% | 2% | -2% | . | -6%[60.1 µM] | 3% | 0%
- COc1ccc(CCNC(=S)N2CCN(S(=O)(=O)c3ccc(C)cc3)CC2)cc1
→ 6% | . | -14% | -4% | . | -17 | -2% | -2% | .
- Cc1cccc(N2CCN(C(=O)c3ccc(Nc4nc5ccccc5n5nnnc45)cc3)CC2)c1C
→ . | 2% | -11% | i | 3% | 6 | -3% | -20% | -4%
- CC(Sc1nc2ccccc2c(=O)n1CC1CCCO1)C(=O)Nc1ccc(S(N)(=O)=O)cc1 (stereo not given)
→ 13% | . | -9% | -10% | . | -12 | 1% | -21% | .
- CCOC(=O)c1c(-c2ccc(OC)cc2)csc1NC(=O)CSc1ccccc1
→ -3% | -15% | -6% | -6% | 20% | 5 | -21% | 2% | -8%
- O=C(c1ccccc1Cl)N(Cc1ccco1)Cc1ccco1
→ . | ? | -14% | i | 4% | 2 | 1% | 5% | 2%
- CCOc1cc(CNCCSc2nnnn2C)cc(Br)c1OCc1ccccc1
→ -6% | -10% | -23% | -3% | -11% | 6 | -18% | -4% | -6%
- O=C(CN1CCN(c2ncccn2)CC1)N1CCCc2c1c(=O)oc1ccc(O)cc21
→ 16% | -7% | -5% | -7% | 11% | 2 | -3% | 26% | 3%
- O=C(O)c1ccccc1-c1ccc(/C=C/c2cc(C(F)(F)F)[nH]c(=O)n2)o1
→ 0% | 518%[activator] | 50µM* | i | ? | 14 | ? | ? | -3%
- O=C(NCc1cccc(Br)c1)C1CC2Cn3c(nc4ccccc43)C2N1c1ccccc1 (stereo not given)
→ . | . | -10% | -2% | . | . | 18% | -14% | .
- Cc1cccc(/C(N)=N/OC(=O)C23CC4CC(CC(C4)C2)C3)c1
→ -3% | 5% | -23% | 6% | 14% | 13 | -10% | 7% | 3%
- CC(C)(C)c1ccc(C(=O)NCCC(=O)N2CCC3(CC2)NCCc2[nH]cnc23)cc1
→ 7% | -4% | -18% | -13% | 7% | 8 | 1% | 23% | 0%
- Clc1ccc(OCCNCCc2ccccc2)cc1
→ 4% | -17% | -12% | -8% | -1% | -12 | 13% | -18% | -3%

Exported with the structure last: part of the list above
APE1 inh	Apoferritin bind	POLH inh	Tb PGK inh	Pol beta inh	RXFP1 antag	Pol kappa inh	Pol iota inh	BLM inh	smiles
-6%	-10%	-23%	-3%	-11%	6	-18%	-4%	-6%	CCOc1cc(CNCCSc2nnnn2C)cc(Br)c1OCc1ccccc1
16%	-7%	-5%	-7%	11%	2	-3%	26%	3%	O=C(CN1CCN(c2ncccn2)CC1)N1CCCc2c1c(=O)oc1ccc(O)cc21

Next part:
Each structure is followed by: APE1 inh | Apoferritin bind | POLH inh | Tb PGK inh | Pol beta inh | RXFP1 antag | Pol kappa inh | Pol iota inh | BLM inh
- CCOc1ccc2oc(C(=O)N3CCN(c4ccccc4OCC)CC3)c(C)c2c1
→ 27% | . | ? | -8% | . | -8 | -10% | 5% | .
- O=C(CSc1nc2ccccc2c(=O)n1NC(=O)c1ccccc1)c1ccc(Cl)cc1
→ 1% | ? | -21% | 0% | 17% | -19 | -15% | 4% | -8%
- CN(C)/C=C(\C#N)C(=O)N/N=C/c1ccc(F)cc1
→ -4% | -4% | -16% | i | 10% | -15 | -7% | 89%[activator] | 3%
- O=C(Nc1cccc(Cl)c1N1CCCCC1)c1ccc(N2CCOCC2)c([N+](=O)[O-])c1
→ 1% | 4% | -3% | -2% | 17% | . | -6% | 3% | 2%
- CCN1CCc2c(sc(NC(=O)c3ccc(S(=O)(=O)N4CCCCCC4)cc3)c2C(=O)NC)C1
→ -12% | 5% | -18% | -4% | 2% | 1 | -14% | 2% | -9%
- CCOc1ccccc1NC(=O)CN(c1cc(C)cc(C)c1)S(=O)(=O)c1c(C)nn(C)c1C
→ . | -5% | -11% | 5% | ? | . | -8% | -12% | -9%
- CCCC(=O)N/C(N)=N/c1nc(C)c2cc(C)ccc2n1
→ -2% | -2% | -1% | 0% | 10% | 11 | 7% | 15% | 29%
- O=C1CCCCC1Nc1ccc(Br)cc1 (stereo not given)
→ . | . | -6% | i | . | -3 | -4% | 3% | .
- CCOC(=O)c1cnc(SCC(=O)Nc2ccccc2C(=O)OC)nc1N
→ -9% | 1% | -16% | i | -2% | -11 | 1% | -5% | 2%
- Cc1ccc(NC(=O)C2CCN(c3nnc(-n4cccc4)s3)CC2)cc1Cl
→ . | -5% | -2% | 7% | -1% | . | -13% | -23% | -6%
- CCN(CC)S(=O)(=O)c1cc(NC(=O)[C@@H](NC(N)=O)C(C)C)ccc1C
→ -9% | -2% | -14% | i | 15% | -6 | 6% | 107%[activator] | -4%
- CCCCN(CCCC)CCn1cnc2c([nH]c3ccc(OC)cc32)c1=O
→ 2% | 6%&-1% | -16%&-1% | -3%&2% | -7%&14% | 2 | -1%&-12% | 17%&6% | 3%&1%
- NC(=O)Cn1c(=O)n(CCCCCC(=O)NCc2ccccc2Cl)c(=O)c2sccc21
→ . | 4% | -9% | i | 6% | 12 | -13% | -3% | -7%
- COc1ccccc1N1CCN(C(=O)CCCCCn2c(=O)[nH]c3ccsc3c2=O)CC1
→ -1% | -10% | -14% | 0% | 25% | -14 | 3% | 25% | 0%
- CC(=O)c1cc(-c2ccc(F)cc2)n(CC(=O)Nc2cc(C)cc(C)c2)c1C
→ . | -6% | -5% | -1% | 2% | 2 | -10%[60.1 µM] | 8% | -2%
- Cn1c(N)c(C(=O)CSc2nc(C3CC3)n(-c3ccccc3)n2)c(=O)[nH]c1=O
→ 3% | . | -12% | -1% | . | -13 | 2% | -14% | .
- Cc1c[n+](CC(=O)c2ccccc2)cs1
→ 15% | -7% | -18% | -6% | 17% | 11 | 0% | 122%[activator] | -1%
- COc1ccc(/C=C2\SC(=S)N(c3cccnc3)C2=O)cc1
→ 4% | -1% | -20% | 4% | -7% | -11 | -8% | 21% | -2%
- O=C(CCCC(=O)NCCc1ccccc1)NCCc1ccccc1
→ 16% | 1% | -8% | -4% | 46% | 2 | -16% | -3% | 5%
- CC(=O)OC(C(=O)Nc1ccccc1)C(C)S(=O)(=O)c1ccccc1 (stereo not given)
→ 21% | -9% | -12% | i | 34% | -6 | -2% | -6% | -2%
- COc1ccc(N2CC(NC(=O)c3ccc(S(=O)(=O)N4CCOCC4)cc3)CC2=O)cc1OC (stereo not given)
→ . | 6% | -20% | 5% | 48%[activator] | . | -9%[60.1 µM] | 2% | -2%
- COc1ccccc1CNCc1cc(Br)ccc1OC
→ 19% | -1% | ? | 2% | 11% | ? | 3% | 77%[activator] | -13%
- COc1ccccc1-c1coc2c(CN(C)C)c(O)ccc2c1=O
→ 22% | 82%[activator] | 4% | -16% | 0% | 14 | -11% | 7% | -8%
- CC(=O)N/N=C(\C)CC(=O)NC(C)(C)C
→ 5% | -4% | -8% | -3% | -9% | 8 | -8% | 12% | -6%
- COc1ccc(SCC(CC(C)C)N2CCN(CCc3ccccc3)CCC2=O)cc1 (stereo not given)
→ -2% | -8% | . | . | . | . | 3% | -17% | -9%
- CN(NC(=O)NN(C)C(=O)c1ccccc1)C(=O)c1ccccc1
→ . | . | -20% | -3% | . | -11 | -1% | 4% | .
- Cc1cc(C)c(C(N)=O)c(SCC(=O)c2ccc(Cl)cc2)n1
→ 2% | ? | 1% | 5% | 44% | . | -13% | 21% | -1%
- CCN(CC)S(=O)(=O)c1ccc2c(c1)nc(CN(C)C(=O)Nc1ccc(C)c(Cl)c1)n2C
→ . | 51%[activator] | -9% | -7% | -5% | 7 | -18%[60.1 µM] | 1% | 0%
- CCCCOc1ccc(CNC(=O)Cc2ccc(NC(=O)N3CCCCc4ccccc43)cc2)cc1
→ . | 47%[activator] | -25% | -8% | 0% | . | 5% | -23% | -4%
- O=C(COC(=O)c1cc(Cl)cc(Cl)c1)NCc1ccco1
→ -25% | . | 56µM* | -10% | . | 0 | ? | ? | .

Quoted at random: 5 entries already listed, in no set order.
Each structure is followed by: APE1 inh | Apoferritin bind | POLH inh | Tb PGK inh | Pol beta inh | RXFP1 antag | Pol kappa inh | Pol iota inh | BLM inh
- O=C1CCCCC1Nc1ccc(Br)cc1 (stereo not given)
→ . | . | -6% | i | . | -3 | -4% | 3% | .
- CCOc1ccc2oc(C(=O)N3CCN(c4ccccc4OCC)CC3)c(C)c2c1
→ 27% | . | ? | -8% | . | -8 | -10% | 5% | .
- CCCCN(CCCC)CCn1cnc2c([nH]c3ccc(OC)cc32)c1=O
→ 2% | 6%&-1% | -16%&-1% | -3%&2% | -7%&14% | 2 | -1%&-12% | 17%&6% | 3%&1%
- COc1ccc(CCNC(=S)N2CCN(S(=O)(=O)c3ccc(C)cc3)CC2)cc1
→ 6% | . | -14% | -4% | . | -17 | -2% | -2% | .
- Cc1cc(C)c(C(N)=O)c(SCC(=O)c2ccc(Cl)cc2)n1
→ 2% | ? | 1% | 5% | 44% | . | -13% | 21% | -1%

Some of the compounds tested; rates above refer to the full screens.
